BRCA1 expr up: qHTS Assay to Identify Small Molecule Activators of BRCA1 Expression. 380,000 tested, 1.1% active. Potency, µM (top dose mostly 46.1 µM), for the others: top-dose activation, actives largely listed as activators. MCF7-BRCA1-FFLuc reporter, luminescence, 48 h; response scale: scaled: vehicle 0%, 10 µM genistein 100%. AID 624202, 2012; further: potency means the concentration at half of the fitted maximal effect; nearly all actives have a fitted effect of over 80% in size; some results filed as inactive show a strong effect at the top dose
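MCF7-BRCA1-FFLuc, 2000 cells/well; 2 h attach, 37 °C/5% CO2; compound 48 h; luciferase substrate 15 min; luminescence end-point. Norm. to genistein 10 microM max activation and DMSO; concentration-response curves fitted.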
ELG1 genotox: qHTS screen for small molecules that induce genotoxicity in human embryonic kidney (HEK293T) cells expressing luciferase-tagged ELG1; HEK293T ELG1-luciferase reporter, luminescence, 16 h; Potency, µM (series often up to 46 µM), for the others: at the highest dose activity change, positive = activation, hits mostly activators; 330,000 tested, 1.3% active; further: potency means the concentration at half of the fitted maximal effect; % of control where 0% means no effect; nearly all actives have a fitted effect of over 60% in size
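Quantitative HTS format in 1536-well plates. HEK293T ELG1-luciferase reporter cells receive test compound and are incubated 16 hr at 37 °C, 5% CO2; ONE-Glo added, 30 min room temperature, then luminescence read.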
a7 integrin act: qHTS for Activators of Integrin-Mediated Alleviation for Muscular Dystrophy; AID 624291, 2012; Potency, µM (top dose mostly 38.3 µM), inactives show top-dose activation, hits mostly activators; alpha7betagal myoblasts, beta-gal FDG fluorescence, 48 h; 350,000 tested, 0.064% active;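 further: potency means the concentration at half of the fitted maximal effect; 100% = response of the positive control SU9516; nearly all actives have a fitted effect of over 60% in size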
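alpha7betagal+/- myoblasts (passage 13, 250/well) treated 48 h at 37C with compounds at 1:260 dilution of DMSO stock. Lysed, then beta-galactosidase activity read as FDG fluorescence (ex 480/em 540) after 30 min, with pre-read for autofluorescence.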
TRPV1 ag: HTS Assay for Compounds that Act as Agonists of the Vanilloid Receptor 1; activation, % at 8.33 µM; Transient receptor potential cation channel subfamily V member 1 (Homo sapiens), Q8NER1; TRPV1-expressing cells, Fluo-8 calcium influx, agonist mode; 320,000 tested, 0.19% active; in the data active means activation above about 80%; inconclusive means between about 30% and that limit; further: 0% is about no effect
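Cells expressing TRPV1 were dye-loaded with Fluo-8 and read kinetically: 10 s baseline, 3 min after compound (agonist portion), then 2 min after EC20 capsaicin (allosteric enhancer portion). Calcium-bound dye fluorescence at 480/520 nm.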
uPA generation: qHTS for Inhibitors of Cell Surface uPA Generation | cell surface uPA generation assay, qHTS | Potency, µM (highest dose often 38.3 µM), for the others: at the highest dose activity change, negative = inhibition, most hits filed as inhibitors | 330,000 tested, 0.31% active | AID 540303, 2011; active means well fitted inhibition curve with a large enough effect; inconclusive means small, poorly fitted or top-dose-only effect; inactive means no such curve, though single readings can be large or run the other way; tested in mouse RAW 264.7 cells; further: potency means the concentration at half of the fitted maximal effect; on the % scale 0 is the no-effect control and ±100 the full control effect; nearly all actives have a fitted effect of over 55% in size
B2AR arrestin: qHTS assay of beta-arrestin-biased ligands of beta2-adrenergic receptor; Beta-2 adrenergic receptor (Homo sapiens), P07550; beta-arrestin recruitment to beta2AR, cell-based reporter; Potency, µM (doses to about 46.1 µM), inactives show top-dose activation, actives largely listed as activators; 330,000 tested, 0.02% active; AID 492947, 2010;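 further: potency means the concentration at half of the fitted maximal effect; 0% = DMSO controls and full agonism = EC100 isoproterenol or metaproterenol; nearly all actives have a fitted effect of over 65% in size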
Target sequence (P07550 whole entry, looked up): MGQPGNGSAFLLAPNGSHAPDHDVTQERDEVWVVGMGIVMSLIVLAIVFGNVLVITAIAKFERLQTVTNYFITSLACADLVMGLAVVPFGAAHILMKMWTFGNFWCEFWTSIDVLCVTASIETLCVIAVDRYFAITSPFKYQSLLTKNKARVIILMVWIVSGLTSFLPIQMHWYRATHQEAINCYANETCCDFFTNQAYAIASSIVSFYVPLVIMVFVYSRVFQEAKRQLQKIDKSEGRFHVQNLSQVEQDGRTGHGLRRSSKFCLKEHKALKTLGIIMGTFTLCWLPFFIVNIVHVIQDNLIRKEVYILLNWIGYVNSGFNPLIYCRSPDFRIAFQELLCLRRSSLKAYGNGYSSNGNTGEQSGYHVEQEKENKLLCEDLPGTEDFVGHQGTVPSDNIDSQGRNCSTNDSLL
PTAP TSG101 blk: qHTS Assay for Iinhibitors of HIV-1 Budding by Blocking the Interaction of PTAP/TSG101 | Fluorescence polarization, FITC-PTAP peptide / Tsg101 binding | Potency, µM (highest dose often 115 µM), without a hit: top-dose activity change, negative = inhibition, hits mostly inhibitors | 340,000 tested, under 10 active | AID 493005, 2010; active means well fitted inhibition curve with a large enough effect in the main read-out, with a control signal flat, not every such curve was filed as active; inconclusive means small, poorly fitted or top-dose-only effect, or effect the other way, or a change in a side signal; inactive means no such curve, though single readings can be large or run the other way; further: potency means the concentration at half of the fitted maximal effect; % of control where 0% means no effect
Target sequence (Q99816 whole entry, looked up): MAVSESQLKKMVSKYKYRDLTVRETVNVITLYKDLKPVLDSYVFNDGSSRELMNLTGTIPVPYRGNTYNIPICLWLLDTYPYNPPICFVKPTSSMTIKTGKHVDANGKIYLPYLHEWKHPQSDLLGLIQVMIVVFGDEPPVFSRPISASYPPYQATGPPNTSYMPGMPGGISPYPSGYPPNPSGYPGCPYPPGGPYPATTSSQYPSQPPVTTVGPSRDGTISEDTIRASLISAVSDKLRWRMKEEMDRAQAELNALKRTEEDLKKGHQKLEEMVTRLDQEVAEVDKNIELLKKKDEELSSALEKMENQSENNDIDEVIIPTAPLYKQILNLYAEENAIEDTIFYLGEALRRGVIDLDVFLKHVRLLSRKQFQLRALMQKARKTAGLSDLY
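Compounds were pin-transferred onto Tsg101 binding domain (10 uM final) in HEPES pH 7.5 buffer, then FITC-PTAP peptide was added at 50 nM final. After 20 min at RT, polarization reported peptide displacement across a qHTS concentration series.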
ASM inhibitor: Inhibitors of Secretory Acid Sphingomyelinase (S-ASM): qHTS | Sphingomyelin phosphodiesterase (Homo sapiens), P17405 | placental ASM, HMU-PC fluorogenic substrate, 60 min | AID 504937, 2011 | Potency, µM (series often up to 57.5 µM), for the others: top-dose activity change, negative = inhibition, actives largely listed as inhibitors | 340,000 tested, 0.006% active; further: potency means the concentration at half of the fitted maximal effect
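Fluorescence read-out (Ex 386 nm, Em 447 nm) after stopping the reaction at pH 10. Enzyme: ASM from human placenta; substrate HMU-PC0, 9 uM final; 60 min, 37 °C. Compound preincubation 10 min, ambient temperature.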
p53 reactivator: qHTS assay for re-activators of p53 using a Luc reporter; Potency, µM (top dose mostly 92.2 µM), inactives show top-dose activity change, positive = activation, most hits filed as activators; H1299 p53-A138V BP100-luciferase reporter, luminescence, 24 h; AID 504706, 2011; 320,000 tested, 0.063% active; further: potency means the concentration at half of the fitted maximal effect; % of control where 0% means no effect; nearly all actives have a fitted effect of over 45% in size
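p53-null H1299 cells stably carrying temperature-sensitive p53-A138V and a BP100-luciferase reporter were pinned with compounds (4-point, 1:5 series) and held 24 hrs at 37 deg C. Luminescence was read 10 min after detection reagent.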
USP2a inh: qHTS Assay for Inhibitors of Ubiquitin-specific Protease USP2a Using CHOP2 as the Reporter; USP2 core, Ub-CHOP2 coupled fluorogenic reporter, 485/531; Potency, µM (series often up to 38.3 µM), without a hit: at the highest dose activity change, negative = inhibition, hits mostly inhibitors; 330,000 tested, 0.01% active; AID 463254, 2010;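 further: potency means the concentration at half of the fitted maximal effect; plate controls were DMSO wells for no effect and full inhibition by NEM control for full effect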
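Cell-free coupled assay: 10nM USP2 core preincubated 30min RT with compound in Tris-HCl pH 8.0/CaCl2/CHAPS buffer, then 25nM Ub-CHOP2 and 25nM reporter substrate; fluorescence (Ex 485/Em 531) read after 60min RT, normalized to NEM inhibition, concentration-response curves fitted.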
Eya2 inh: qHTS Assay for Inhibitors of the Phosphatase Activity of Eya2 | 330,000 tested, 0.006% active | Protein phosphatase EYA2 (Homo sapiens), O00167 | Potency, µM (doses to about 76.9 µM), for inactives: at the highest dose activity, negative = inhibition, hits mostly inhibitors | recombinant Eya2, OMFP fluorescence dephosphorylation (OMFP is methylfluorescein phosphate); further: potency means the concentration at half of the fitted maximal effect; on the % scale 0 is the no-effect control and ±100 the full control effect
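Eya2 (0.2 uM) preincubated 10 min at ambient with compound, then OMFP substrate added at 50 uM; 10 min reaction in 50 mM HEPES pH 7.5, 50 mM NaCl, 5 uM MgCl2, 0.05% BSA, 1 mM DTT. Fluorescence read at Ex 485/Em 525 nm.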
* hit, by the source's call; ? = inconclusive; . = no result given; [ ] = remark or other dose. Unless noted, the call rests on the fitted dose curve; in most records, active means well fitted curve in the direction sought with a large enough effect; inconclusive means small, poorly fitted or top-dose-only effect, or another doubt; inactive means no such curve, though single readings can be large; an effect the other way counts as inactive or inconclusive.

The line under a structure holds: PTAP TSG101 blk | a7 integrin act | ELG1 genotox | BRCA1 expr up | USP2a inh | p53 reactivator | TRPV1 ag | Eya2 inh | B2AR arrestin | ASM inhibitor | uPA generation
CCOC(=O)C1=C(C)Nc2ccccc2N=C1NC(=O)Cc1ccc(OC)cc1
 : -3% | 0% | 2% | -21% | 8% | 9% | 3 | -5% | 2.5% | 5% | 3%
C=CCNc1oc(-c2ccc(Cl)cc2)nc1C#N
 : -4% | . | -1% | -53% | -7% | 24% | . | -10% | -0.5% | -11% | ?
Cc1nn(C(=O)c2cccnc2)c(C)c1C
 : -6% | 18% | 1% | -5% | 7% | 18% | 0 | 6% | 0.1% | 2% | -1%
C/C(CC(=O)Nc1ccc(Cl)cc1Cl)=N\NC(=O)C(=O)NCCO
 : -9% | 4% | 1% | -8% | 1% | 1% | -3 | 0% | 2.8% | 6% | -9%
Cc1c(Nc2cc(N3CCCC(C)C3)c3nonc3c2[N+](=O)[O-])c(=O)n(-c2ccccc2)n1C (stereo not given)
 : 0% | 2% | 0% | -7% | 2% | -14% | -6 | 4% | 0.2% | -5% | -4%
O=C(CC12CC3CC(C1)CC(CC(=O)N1CCCC1)(C3)C2)N1CCCC1
 : -9% | 0%[7.66 µM] | 4% | 16% | -3% | 3% | 1 | 7%[15.4 µM] | -1.0% | 7% | .
O=C(Nc1ccc(Cl)cc1)NC1CCS(=O)(=O)C1 (stereo not given)
 : -1% | -3%[7.66 µM] | -1% | 8% | 3% | 4% | 3 | 4% | -0.9% | 3% | -1%
CCN(CC(=O)Nc1ccc(NC(C)=O)cc1)C(=O)c1cccc2ccccc12
 : -1% | 0% | 2% | -12% | 2% | 12% | -3 | 4% | -0.3% | 4% | -23%
Nc1c(C(=O)Nc2ccccc2)c2nc3ccccc3nc2n1-c1ccc(O)cc1
 : -5% | -8% | -1% | -28% | 3% | 2% | -4 | -21% | 0.4% | 64%[activator] | 3%
O=C(CSC1CC(=O)N(CCc2ccccc2)C1=O)Nc1ccc(Br)cc1 (stereo not given)
 : -1% | -6% | 5% | 7% | -1% | -9% | 16 | 0% | -0.5% | -19% | -4%
COc1ccc(C(=O)Nc2cccc(/C(C)=N/NC(=O)c3ccc([N+](=O)[O-])cc3)c2)cc1OC
 : -11% | 19% | 12% | -4% | 1% | 3% | -1 | -10% | 2.7% | 1% | -1%
Cc1ccc(C)c(C(=O)CC2(O)C(=O)Nc3ccccc32)c1 (stereo not given)
 : 1% | 9% | 9% | 14% | 0% | 4% | 2 | -11% | 0.5% | 1% | -5%
COc1ccc(NC(=O)CSCc2ccc(C#N)cc2)c(OC)c1
 : 0% | 12% | -2% | -6% | -2% | . | 13 | 4% | 2.9% | 0% | 4%
COC(=O)c1c(C(=O)OC)c(-c2cccc(Cl)c2)n2c1CS(=O)C2 (stereo not given)
 : 2% | -15% | 3% | -11% | 1% | -3% | 3 | -25% | -0.4% | 0% | -6%
COc1ccc(-c2nc3cc(C)ccn3c2NC2CCCCC2)cc1SC1CCCCC1
 : . | -39%[inhibitor] | -4% | -61% | -1% | 3% | . | 7% | -0.1% | 176%[activator] | ?
O=C(Nc1ccc(OCC(F)(F)C(F)F)c(C(F)(F)F)c1)c1ccc(Cl)cc1
 : -6% | 0% | . | -80% | . | . | . | . | . | -7% | -11%
Fc1ccc(C(c2nnnn2Cc2ccco2)N2CCN(C3CCCCC3)CC2)cc1 (stereo not given)
 : 0% | -11% | -4% | -30% | 0% | -5% | 1 | 5% | 0.0% | 2% | -1%
COc1cccc(-c2noc(C3CCCN(C(=O)CC(C)(C)C)C3)n2)c1 (stereo not given)
 : -4% | -11% | -4% | 92% | -2% | -6% | -4 | -6% | -1.1% | 2% | -14%
CCCCc1nc2sc3c(c2c(=O)n1NC(=O)c1ccco1)CC(C)(C)OC3
 : -9% | 0% | -12% | 18% | 2% | 0% | 5 | 0% | -0.7% | -5% | -13%
N#CC(=C(O)CN1CCN(c2ccccc2F)CC1)c1nc(-c2ccccc2)cs1
 : -2% | 16% | . | -37% | . | . | . | . | . | 4% | -3%
Cc1nn(CC2CC2)c(=O)n1-c1ccccc1
 : 1% | 3% | -15% | -2% | 3% | 1% | 4 | -9% | -0.4% | -1% | -4%
Cc1csc(NC(=O)CSc2nc(=O)[nH]c3c2CCCC3)n1
 : -6% | 0% | -3%[9.26 µM] | -23% | 6% | 2% | -5 | 3% | 0.0% | 2% | 10%
CCOc1ccc(N(C)S(=O)(=O)c2ccc(-c3cc(C)no3)s2)cc1
 : -8% | -49%[inhibitor] | -4% | -39% | 0% | 1% | ? | -7% | -0.4% | -9% | ?
CC(C)(C)C(=O)N1CCC[C@@]1(CO)C(=O)O
 : -1% | -17% | 2% | -4% | 1% | -13% | 1 | -4% | -1.1% | 1% | 3%
CC(C)NC(=O)COCc1cc(-c2ccc3c(c2)OCO3)on1
 : 1% | 5% | 8% | 79% | 0% | 15% | 23 | 2% | -0.1% | 0% | 0%
Cc1ccc(N(Cc2ccccc2)C(=O)c2cccc(S(=O)(=O)N3CCOCC3)c2)cc1
 : -1% | -7% | -7% | -37% | -2% | -6% | 25 | -34% | -0.2% | -2% | -1%
N#C/C(=C\c1cn(-c2ccccc2)nc1-c1cccnc1)c1nnc2n1CCCCC2
 : -5% | -28% | -3% | -18% | 2% | -8% | 21 | 15% | 0.5% | 7% | .
Cc1cccc(C)c1NC(=O)CCc1nnc2ccc(N3CCCC3)nn12
 : -5% | 3% | 4% | -7% | 5% | -4% | 0 | 5% | 0.2% | 2% | 0%
CCn1ncc(CNC(=O)c2cccc([N+](=O)[O-])c2)c1C
 : . | . | 3% | . | -1% | -22% | -6 | 4% | -0.2% | . | .
O=C(O)CCn1c(=S)oc2ccccc21
 : -9% | -12% | -1% | 7% | -3% | 5% | 0 | -1% | 0.0% | 4% | 2%
CCN1CCN(CCc2nc3cc(NC(=O)COc4ccc(Cl)cc4)ccc3n2C)CC1
 : -2% | -62%[inhibitor] | -2% | -14% | 2% | 2% | -1 | 25% | 2.9% | -2% | ?
O=C(Nc1cccc(NC(=O)c2cccs2)c1)c1ccco1
 : -5% | -16% | 0% | -23% | 1% | -1% | 3 | 5% | 0.0% | 0% | -1%
COc1cc2c(cc1OC)C(CC(=O)O)N(C(=O)CC1CCCC1)CC2 (stereo not given)
 : -3% | -4% | 0% | -7% | 0% | -2% | 1 | -3% | 0.5% | 1% | -2%

Structural class, the compounds so far containing two or more sulfur atoms.
The line under a structure holds: PTAP TSG101 blk | a7 integrin act | ELG1 genotox | BRCA1 expr up | USP2a inh | p53 reactivator | TRPV1 ag | Eya2 inh | B2AR arrestin | ASM inhibitor | uPA generation
Cc1csc(NC(=O)CSc2nc(=O)[nH]c3c2CCCC3)n1
 : -6% | 0% | -3%[9.26 µM] | -23% | 6% | 2% | -5 | 3% | 0.0% | 2% | 10%
CCOc1ccc(N(C)S(=O)(=O)c2ccc(-c3cc(C)no3)s2)cc1
 : -8% | -49%[inhibitor] | -4% | -39% | 0% | 1% | ? | -7% | -0.4% | -9% | ?

One compound at a time, from the list above:
Cc1cccc(C)c1NC(=O)CCc1nnc2ccc(N3CCCC3)nn12 reads PTAP TSG101 blk: -5%; a7 integrin act: 3%; ELG1 genotox: 4%; BRCA1 expr up: -7%; USP2a inh: 5%; p53 reactivator: -4%; TRPV1 ag: 0; Eya2 inh: 5%; B2AR arrestin: 0.2%; ASM inhibitor: 2%; uPA generation: 0%
CC(C)NC(=O)COCc1cc(-c2ccc3c(c2)OCO3)on1 reads PTAP TSG101 blk: 1%; a7 integrin act: 5%; ELG1 genotox: 8%; BRCA1 expr up: 79%; USP2a inh: 0%; p53 reactivator: 15%; TRPV1 ag: 23; Eya2 inh: 2%; B2AR arrestin: -0.1%; ASM inhibitor: 0%; uPA generation: 0%

High-throughput results: PubChem, National Center for Advancing Translational Sciences (NCATS)
